Screening data as filed in PubChem.
Pf Dd2 growth: blocks in vitro growth of P. falciparum Dd2. P. falciparum Dd2 growth, SYBR Green, 72 h. Potency, µM (series often up to 28.9 µM), inactives show at the highest dose activity, negative = inhibition, actives largely listed as inhibitors. 120,000 tested, 4.3% active; active = well fitted inhibition curve with a large enough effect; inconclusive = small, poorly fitted or top-dose-only effect; inactive = no such curve, though single readings can be large or run the other way;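 note: plate controls were DMSO vehicle for no effect and reference drug for full effect; nearly all actives have a fitted effect of over 65% in size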
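Infected erythrocytes (Dd2, 0.3% parasitemia, 2.5% hematocrit final) are added to compound in RPMI-1640/Albumax II medium, grown 72 h at 37C in low oxygen, then lysed with saponin/Triton-X containing SYBR Green and read by fluorescence.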
Numbers without * were called inactive; i = inactive; ? = inconclusive; [ ] = another dose, or the depositor's remark. Potency is the fitted concentration of half-maximal effect. Some of the compounds tested; count on the stated rates, not on these rows.

| Molecule | Pf Dd2 growth |
| --- | --- |
| CC1CCCCN1S(=O)(=O)c1ccc(C(=O)Nc2sc3c(c2C(N)=O)CC(C)(C)NC3(C)C)cc1 (stereo not given) | ? |
| O=C(NC1CCN(C(=O)N2CC3CC(C2)[C@H]2CCCC(=O)N2C3)CC1)C1CCC1 (stereo not given in full) | 8% |
| Cc1onc(-c2cnn(C)c2NCCc2ccccc2)c1C(=O)N1CCC(F)(F)CC1 | -10%[44.1 µM] |
| O=C(c1ccccc1Cl)N(Cc1ccco1)Cc1ccco1 | i |
| Cc1n[nH]c(C)c1-c1nc2c([nH]1)CNCC2 | -3% |
| Cc1cccc(N2CCN(C(=O)c3ccc(Nc4nc5ccccc5n5nnnc45)cc3)CC2)c1C | -18% |
| O=C(Cc1ccc(F)cc1)NC1CC(=O)N(c2ccc3c(c2)OCCO3)C1 (stereo not given) | -6% |
| CCOc1ncccc1C(=O)NC(C)c1cnc(-c2ccncc2)nc1C (stereo not given) | -10% |
| COc1cccc(-c2ccc(CN)cc2)c1 | ? |
| CC(C)(C)c1ccc(NC(=O)OC[C@H]2C[C@@H]3CCN2C[C@@H]3c2cc(C3CCCC3)nc(-c3ccncc3)n2)cc1 | 1µM* |
| CC(=O)c1cc(-c2ccc(F)cc2)n(CC(=O)Nc2cc(C)cc(C)c2)c1C | -20% |
| Cc1ccc(CN2CC3(Cc4ccccc4C(=O)N3)C2)cc1 | ? |
| NC(=O)Cn1c(=O)n(CCCCCC(=O)NCc2ccccc2Cl)c(=O)c2sccc21 | 22% |
| CCCCN(CCCC)CCn1cnc2c([nH]c3ccc(OC)cc32)c1=O | ? |
| Cc1ccc(NC(=O)C2CCN(c3nnc(-n4cccc4)s3)CC2)cc1Cl | ? |
| Cc1cc(C)cc(NC(=O)Cn2c(=O)c(-c3noc(C)n3)c3n(c2=O)CCCCC3)c1 | -1% |
| CCOc1ccccc1NC(=O)CN(c1cc(C)cc(C)c1)S(=O)(=O)c1c(C)nn(C)c1C | i |
| Cc1cc(C)c(-c2n[nH]c3c2C(c2ccccc2F)N(CCO)C3=O)c(O)c1 (stereo not given) | ? |
| CCCCOc1ccc(CNC(=O)Cc2ccc(NC(=O)N3CCCCc4ccccc43)cc2)cc1 | 0% |
| CCN(CC)S(=O)(=O)c1ccc2c(c1)nc(CN(C)C(=O)Nc1ccc(C)c(Cl)c1)n2C | ? |
| COc1ccc(N2CC(NC(=O)c3ccc(S(=O)(=O)N4CCOCC4)cc3)CC2=O)cc1OC (stereo not given) | 12% |
| O=C(O)C[C@@H]1CCN(C(=O)c2ccccc2)C[C@@H]1CC1=NCCc2cc(F)ccc21 | 3%[44.1 µM] |
| CCN(CC)C(=O)CCc1nc(C2CCCN2C(=O)c2ccccc2)no1 (stereo not given) | -15% |
| Cn1cc(CN2CCNc3cc(Nc4ccccc4)ncc3C2)cn1 | i |
| COCc1nc(C2CCCN(C(=O)c3ccccc3OC)C2)no1 (stereo not given) | 26% |

Filtered by structure, the compounds so far containing sulfur (6)
| Molecule | Pf Dd2 growth |
| --- | --- |
| CC1CCCCN1S(=O)(=O)c1ccc(C(=O)Nc2sc3c(c2C(N)=O)CC(C)(C)NC3(C)C)cc1 (stereo not given) | ? |
| NC(=O)Cn1c(=O)n(CCCCCC(=O)NCc2ccccc2Cl)c(=O)c2sccc21 | 22% |
| Cc1ccc(NC(=O)C2CCN(c3nnc(-n4cccc4)s3)CC2)cc1Cl | ? |
| CCOc1ccccc1NC(=O)CN(c1cc(C)cc(C)c1)S(=O)(=O)c1c(C)nn(C)c1C | i |
| CCN(CC)S(=O)(=O)c1ccc2c(c1)nc(CN(C)C(=O)Nc1ccc(C)c(Cl)c1)n2C | ? |
| COc1ccc(N2CC(NC(=O)c3ccc(S(=O)(=O)N4CCOCC4)cc3)CC2=O)cc1OC (stereo not given) | 12% |

Next structures.
| Molecule | Pf Dd2 growth |
| --- | --- |
| COc1ccc(-c2cc(N3CCC(NC(=O)c4ccc5nc[nH]c5c4)CC3)n[nH]2)cc1 | ? |
| Cc1nc([C@@H]2CN(C(=O)c3noc(C)c3Cn3cccn3)C[C@H]2C(N)=O)n[nH]1 | -7% |
| COc1cc(C2C(C(=O)Nc3ccccc3)=C(C)Nc3nc(SCC(=O)c4ccc(C)cc4)nn32)ccc1O (stereo not given) | 15% |
| CNC(=O)c1cc[nH]c1C1CCCN(C(=O)c2ccc(Cn3cncn3)o2)C1 (stereo not given) | 14% |
| O=C(Nc1cccc(-c2ccc(F)cc2)c1)C1CCCN(C(=O)c2cccnc2)C1 (stereo not given) | ? |
| CCc1ccc2nc(N3CCN(C(=O)c4ccccc4)CC3)sc2c1 | i |
| CC1=C[C@@H](CNC(=O)C2CC2)[C@H](C(C)C)C[C@H]1CC(=O)N1CCOCC1 | i |
| O=C(Cn1c(=O)oc2cc(S(=O)(=O)N3CCCCCC3)ccc21)NCc1ccccc1Cl | ? |
| CCOc1ccc2nc(N3CCCC(C(=O)Nc4c(C)cccc4C)C3)sc2c1 (stereo not given) | 7% |
| CCc1noc(-c2ccn3c(CNC(=O)Cc4cccc(OC)c4)nnc3c2)n1 | ? |
| Cc1ccoc1C(=O)N1C[C@@H](COc2ccccc2)[C@H](C(N)=O)C1 | -22% |
| CCc1ccccc1NC(=O)c1cnc(N2CCCCC2)c2ccccc12 | -22% |
| O=C(NCC1CCN(c2cc(-c3ccc(F)cc3)[nH]n2)CC1)c1cc(C2CC2)[nH]n1 | -25% |
| CCc1ccc2oc(C(=O)NCCc3ccc(OC)c(OC)c3)cc(=O)c2c1 | 45%[activator] |
| O=C(Nc1ccc(F)c(Cl)c1)C1Cc2ccccc2CN1S(=O)(=O)c1ccc(F)cc1 (stereo not given) | i |
| CCc1ccc(N2CC(c3noc(-c4sccc4C)n3)CC2=O)cc1 (stereo not given) | 21% |
| O=C1CO[C@H]2CCN(Cc3ccccc3)CC[C@@H]2N1c1ccccc1 | i |
| COc1cccc(CNC(=O)[C@@H]2C[C@@H](O)CN2C2CCN(C(=O)c3ccc(OC)nc3OC)CC2)c1 | i |
| COC(=O)c1ccc(C(=O)N2CCC3(CCCN(CC4CCCCC4)C3)C2)cc1 (stereo not given) | -15% |
| O=C1NC[C@@H](CCC(=O)N2CCc3ccccc32)N2C[C@@H](NS(=O)(=O)c3ccc(F)cc3)C[C@@H]12 | i |
| CC(=O)N1CCC(N[C@@H]2CO[C@H](CNS(C)(=O)=O)[C@H]2O)CC1 | 18%[44.1 µM] |
| Cc1ccc(S(=O)(=O)NC[C@H]2O[C@@H](CC(=O)NCCN3CCOCC3)[C@H](O)[C@@H]2O)cc1 | -22% |
| O=[S+]1([O-])NC2(CCN(Cc3cccnc3)CC2)CNc2ccccc21 | i |
| COCCCn1c(C)cnc1C1CCN(S(=O)(=O)c2ccccc2)C1 (stereo not given) | i |
| COc1ccc(NC(=O)c2nc(C(O)c3ccccc3)oc2C)cn1 (stereo not given) | i |
| Cn1cnc2ccc(Nc3cccc(F)c3)nc2c1=O | ? |
| O=C([C@@H]1C[C@H](Oc2cccnc2)CN1S(=O)(=O)Cc1ccccc1)N1CCOCC1 | 8% |
| Cc1ccc(C(=O)NC2CCN(C(=O)N3CC4CC(C3)[C@H]3CCCC(=O)N3C4)CC2)cc1 (stereo not given in full) | i |
| CCc1cn(C[C@H](NC(=O)C(C)(C)C)C(=O)O)c(=O)[nH]c1=O | -11%[44.1 µM] |
| CCN1c2cc(C(=O)Nc3cccc(OC)c3)ccc2C(=O)N2CCCCCC21 (stereo not given) | i |
| COc1ccc(-c2ccc3c(c2)C(=O)N2CC[C@H](NC(=O)COCC(=O)O)[C@H]2C(=O)N3)c(OC)c1 | i |
| COC(=O)c1[nH]ncc1CN1CCC(c2nc(-c3ccccc3)no2)CC1 | -2% |
| O=C(NCc1cccs1)C1CCc2nc(N3CCN(C(=O)C4CCC4)CC3)sc2C1 (stereo not given) | 5µM* |
| Cc1ccc([C@H]2CN(C(=O)CN3C(=O)CNC3=O)[C@@H]3C4CCN(CC4)[C@H]23)cc1 | -10% |
| CC(=O)Nc1ccc(S(=O)(=O)N2C[C@@H]3C[C@H](C2)c2c(-c4cccs4)ccc(=O)n2C3)cc1 | -22% |
| COC(=O)Cc1c(C)c2ccc3c(c2oc1=O)CN(Cc1ccccc1OC)CO3 | 13µM* |
| CC(NC(=O)c1ccc2c(c1)N(Cc1ccc(Cl)cc1)C(=O)CS2)c1ccccc1 (stereo not given) | -12% |
| COc1cc(OC)cc(C(=O)N2CCC(n3cc(-c4nc(-c5ccccc5)no4)nn3)C2)c1 (stereo not given) | 169%[activator] |
| CCOc1ccccc1-c1nc(-c2nnn3c2COC(c2ccccc2Cl)C3)no1 (stereo not given) | -5% |
| COc1cccc(N2CCN(C(=O)CN3C(=O)COc4ccc(S(=O)(=O)N5CCC(C)CC5)cc43)CC2)c1 | -3% |
| Cn1ccc2c(C(=O)NCCc3cnc[nH]3)nc(-c3ccc(N4CCOCC4)cc3)cc21 | i |
| COCc1nc(C2CCCN(C(=O)c3sccc3C)C2)no1 (stereo not given) | i |
| O=C(NCC12CCC=C1N(CC1CC1)C(=O)CC2)Nc1cccc(F)c1 (stereo not given) | ? |
| Cc1ccc(NC(=O)c2oc3ccccc3c2NC(=O)Cc2ccccc2)cc1 | ? |
| Cc1ccc(C2NC(=O)N(CC(=O)Nc3ccccc3F)C3=C2C(=O)OC3)cc1 (stereo not given) | i |
| COc1ccccc1-c1onc(C)c1C(=O)NCc1ccccc1C | -15% |
| Cc1ccc(C(=O)N2CCC(N3CCCC3=O)CC2)cc1 | i |
| Cc1ccccc1C(=O)N1CCCN(c2cc(-c3ccc(F)cc3)[nH]n2)CC1 | i |
| Cc1ncc2c(c1CNC(=O)c1cccc(N3CCOCC3)c1)CCNC2 | 3% |
| O=Cc1cccc(-c2ccc(C(=O)O)o2)c1 | 0%[44.1 µM] |

(more compounds)
| Molecule | Pf Dd2 growth |
| --- | --- |
| O=C(C[C@@H]1CCNC[C@@H]1Cc1cc(COc2ccccc2)on1)NCc1cccnc1 | -15%[44.1 µM] |
| COCCN1CC(C(=O)N(C)Cc2cnn(-c3ccccc3C)c2)CCC1=O (stereo not given) | -1% |
| NC(=O)CN1C(=O)[C@@H]2CN(C(=O)c3cccs3)CCN2C1=O | 11%[44.1 µM] |
| Cc1cccc(OCC(=O)NC2CCc3nn(CC4CC4)c(=O)n3CC2)c1 (stereo not given) | -16% |
| O=C(CSc1ccccn1)NCc1cccnc1N1CCOCC1 | 1% |
| O=C1Cc2c(-c3ccccc3Oc3ccccc3)n[nH]c2CN1Cc1ccccc1F | -10%[44.1 µM] |
| CCCN(CC1CCOC1)S(=O)(=O)Cc1ccccc1 (stereo not given) | 13%[5.79 µM] |
| Cc1cc2oc3c(c(=O)c2cc1C)C(c1ccc(C(C)C)cc1)N(c1nc(C)c(C)s1)C3=O (stereo not given) | 1% |
| CC(=O)C1=C(c2ccc(C)c(C)c2)N(C(C)=O)n2c(nnc2-c2ccc(Cl)cc2)S1 | ? |
| CCNC(=O)N1CCc2nc(N3CCN(CC)CC3)sc2C1 | i |
| COc1cc2c(cc1OCc1ccccc1)N(C(=O)c1cccc(N(C)C)c1)CC21CCN(C)CC1 | ? |
| CC/C=C/CC(=O)N1CCC2(CCN(Cc3cccnc3)CC2)C(CO)C1 (stereo not given) | -4% |
| Cc1ccc(S(=O)(=O)c2nc(-c3ccco3)oc2SCC(=O)Nc2ccc(F)cc2)cc1 | -1% |
| COCCNC(=O)c1cc(C2CC2)nc2c1c(C1CCCN1)nn2-c1ccccc1 (stereo not given) | 11µM* |
| COc1ccc(OC2CN(C(=O)c3ccccn3)C2)cc1 | 3%[44.1 µM] |
| O=C1COc2ccc(-c3ccccc3)nc2CN1 | -11%[44.1 µM] |
| CC(C)CCN1CCC2(CC1)COc1ccccc1NC2=O | ? |
| CN1CCC(N2CC[C@H](CO)[C@H](N(C)C)C2)CC1 | -4% |
| CCNC(=O)[C@@H]1CCCN1C1(C(=O)NC)CCC1 | 6%[44.1 µM] |
| O=C(O)c1ccc(CNCc2ccc(Cl)cc2)s1 | 12% |
| Fc1cccc(-n2ncc3c2ncn2nc(Cc4ccccc4)nc32)c1 | 39%[activator] |
| COc1ccc(F)cc1-c1ccc(CN)cc1 | -16%[44.1 µM] |
| O=C(CN1C(=O)NC2(CCOCC2)C1=O)NCc1ccc2c(c1)OCO2 | 0% |
| Cc1ccc(CN2C[C@@H]3C(=O)N(CCCN4CCCC4=O)C(=O)[C@@H]3C2)cc1C | -7% |
| COC[C@@H]1CN(C(=O)c2cccn2C)C[C@H]1c1ccncc1 | 14% |
| COc1ccc(Nc2nc(N)c3cc(OC)c(OC)cc3n2)cc1 | ? |
| COc1cccc(OCc2nc(C(=O)N3CCCC3c3nccs3)co2)c1 (stereo not given) | -16% |
| Cc1csc2nc(COC(=O)c3ccc(F)cc3)cc(=O)n12 | 58%[activator] |
| Cc1cccc(C(=O)N2CCC3(CC2)CC(Cc2ccc(F)cc2)CCO3)c1 (stereo not given) | ? |
| CN1c2cc(C(N)=O)ccc2C(=O)N2CCCC21 (stereo not given) | 21% |
| O=C(Cc1ccc(N2CCC(NCCc3ccc(C(F)(F)F)cc3)CC2)cc1)NCc1ccccn1 | ? |
| COc1ccc(C(=O)N2CCC(Cc3nc(-c4ccc(F)cc4)no3)CC2)c(OC)n1 | -23% |
| CS(=O)(=O)N1CCC(C2CCN(C(=O)c3ccc[nH]c3=O)C2)CC1 (stereo not given) | ? |
| CC(C)N1C[C@H](O)C[C@H]1c1nnc2n1CCN(C(=O)c1ccco1)CC2 | 0% |
| COc1cc(NC(=O)[C@H]2CC[C@H]3CO[C@](C)(NC(=O)c4cnccn4)C(=O)N32)ccc1F | 34% |
| COc1ccc(-c2noc(Nc3ccc4c(c3)OCO4)n2)cc1 | -22% |
| COc1ccccc1C(=O)N1CCC(n2cnnc2C2CC2)CC1 | 9% |
